HBB splicing – modulators of hemoglobin beta chain splicing. AID 925. HBB splicing reporter cell assay, activation; EGFP reporter with mutant IVS2-654 intron; response scale: normalised to 500 nM splice-correcting PNA. 0.06% of 65,000 active. Potency, µM (top dose mostly 46.1 µM), without a hit: at the top dose activation, usual class: activators; note: potency is the fitted concentration of half-maximal effect; 0% is about no effect
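HeLa cells stably expressing EGFP interrupted by mutant beta-globin intron 2 (IVS2-654), 500/well in 2% FCS. Treated with compound for 2 days at 37C. Splicing correction scored as total well GFP intensity (488 nm excitation, 500-520 nm emission); 500 nM antisense PNA served as control.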
CRE-bla Fsk – CRE-bla signaling modulation under forskolin stimulation. CHO CRE-bla reporter (cAMP response element driving beta-lactamase), forskolin EC10, beta-lactamase ratio. Potency, µM (titrated, usually from 38.2 µM), without a hit: at the highest dose activity change, negative = inhibition, most hits filed as activators. 2.5% of 71,000 active; active = well fitted activation curve with a large enough effect in the signal ratio, with a control signal flat, not every such curve was filed as active; inconclusive = small, poorly fitted or top-dose-only effect, or effect the other way, or a change in a side signal; the % refers to the signal ratio; note: potency is the fitted concentration of half-maximal effect; % of control where 0% means no effect
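Modulation of forskolin signalling: compounds in titration series added with EC10 NKH 477 to CHO cells carrying a CRE-driven beta-lactamase reporter, 3 h, 37C. CCF4 FRET ratio (460/530 nm, ex 405 nm) gives %activity and AC50.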
Hsp90 Hop PPI – changes Hsp90-Hop TPR2A binding signal, up or down. AID 595. 0.44% of 71,000 active. Potency, µM (titrated, usually from 57 µM), without a hit: at the highest dose activity change, negative = inhibition. AlphaScreen TPR2A-His6 binding biotin-Hsp90 C-terminal peptide; active = well fitted curve in either direction with a large enough effect; inconclusive = small, poorly fitted or top-dose-only effect, or another doubt; note: potency is the fitted concentration of half-maximal effect; % is set by controls: 0 for no effect and ±100 for the full control effect; many of its hits are not listed in these tables
GFP derepression – epigenetic GFP locus derepression in mouse cells; mouse C127i GFP locus derepression, cytometry, 30 h; Potency, µM (top dose mostly 46.1 µM), without a hit: top-dose GFP derepression (activation); 0.09% of 68,000 active; note: % of control where 0% means no effect
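Locus derepression in mouse mammary C127i cells whose integrated CMV-GFP reporter is normally silent; GFP expression after 30 h compound treatment was quantified by counting fluorescent cells.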
HADH2 inh – blocks human hydroxyacyl-CoA dehydrogenase type II. recombinant HADH2, NADH fluorescence, beta-hydroxybutyryl-CoA. Potency, µM (titrated, usually from 57.1 µM), for the others: at the top dose activity change, negative = inhibition, hits mostly inhibitors. 3.4% of 73,000 active; note: potency is the fitted concentration of half-maximal effect; % is set by controls: 0 for no effect and ±100 for the full control effect; nearly all actives have a fitted effect of over 60% in size; many of its hits are not listed in these tables
Target sequence (Q99714 whole entry, looked up, one chain of several): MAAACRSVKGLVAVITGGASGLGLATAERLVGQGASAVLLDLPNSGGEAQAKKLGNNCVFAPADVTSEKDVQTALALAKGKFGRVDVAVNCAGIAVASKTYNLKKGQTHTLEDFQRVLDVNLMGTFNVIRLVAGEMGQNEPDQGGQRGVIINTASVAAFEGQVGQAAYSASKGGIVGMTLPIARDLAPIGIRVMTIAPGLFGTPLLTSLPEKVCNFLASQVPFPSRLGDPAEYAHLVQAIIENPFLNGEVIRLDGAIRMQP
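NADH fluorescence (ex 360/em 450 nm) read every 30 s for 4 min; activity taken as last-minus-first time point difference. Enzyme 20 nM, NAD+ 1 mM, beta-hydroxybutyryl-CoA 90 uM, pH 9.0 Tris buffer.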
ALOX15 inhib – 15-hLO (ALOX15) enzyme inhibition; P16050; purified 15hLO-1, xylenol orange hydroperoxide absorbance; Potency, µM (series often up to 57.1 µM), without a hit: at the highest dose activity change, negative = inhibition, hits mostly inhibitors; 1.4% of 74,000 active; note: potency is the fitted concentration of half-maximal effect; % is set by controls: 0 for no effect and ±100 for the full control effect; nearly all actives have a fitted effect of over 55% in size
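Readout: Fe(III)-xylenol orange absorbance, 573-to-405 nm ratio as reaction progress. Enzyme 40 nM purified human 15hLO-1, substrate 50 uM arachidonic acid, 6 min RT after 15 min compound preincubation; Hepes pH 7.5 buffer with Triton X-100.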
ERK AVP block – blocks ERK signaling stimulated by vasopressin. HEK293-V1b, vasopressin-stimulated pERK AlphaScreen. Potency, µM (series often up to 57.5 µM), inactives show top-dose activity, negative = inhibition, actives largely listed as inhibitors. 0.99% of 72,000 active. AID 995; note: potency is the fitted concentration of half-maximal effect; % is set by controls: 0 for no effect and ±100 for the full control effect; nearly all actives have a fitted effect of over 55% in size
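Phosphorylated ERK1/2 detected via AlphaScreen bead proximity in lysates of V1b-expressing HEK293 cells given 25 nM vasopressin for 5 min after 30 min compound exposure (37 °C). AC50 from Hill equation; basal DMSO 0%, vasopressin 100%.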
FLuc inh – blocks Photinus pyralis firefly luciferase activity. purified firefly luciferase, luminescence, 8 min. Potency, µM (highest dose often 57.1 µM), for inactives: at the highest dose activity change, negative = inhibition, actives largely listed as inhibitors. 2.2% of 72,000 active. AID 411. P08659; note: potency is the fitted concentration of half-maximal effect; % is set by controls: 0 for no effect and ±100 for the full control effect; nearly all actives have a fitted effect of over 40% in size
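Luminescence read-out after 8 min at room temperature; enzyme reaction used luciferin plus 10 uM ATP (linear range) in imidazole buffer pH 7.2 with KCl, MgCl2, Tween 20 and BSA. Each sample was run as a titration.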
DNA Pol III inh – inhibitors of bacterial DNA polymerase III holoenzyme | AID 603 | 0.25% of 71,000 active | reconstituted DNA polymerase III holoenzyme replication, biochemical | Potency, µM (series often up to 57.1 µM), for the others: top-dose activity change, negative = inhibition; note: potency is the fitted concentration of half-maximal effect; % is set by controls: 0 for no effect and ±100 for the full control effect
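Reconstituted *E. coli* holoenzyme (0.35 nM Pol III, 1 nM beta, 154 nM SSB, 2 nM primase) was preincubated with compound for 15 min at RT. Synthesis on 1.4 nM ssM13Gori ran 35 min, then was stopped with PicoGreen/EDTA and read as dsDNA fluorescence.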
UbGFP stabilizer – proteasome inhibitors stabilizing ubiquitin-GFP reporter. Ubiquitin-GFP reporter cells, proteasome inhibition, GFP fluorescence; response scale: untreated = 0%, 10 µM MG-132 = 100%. Potency, µM (doses to about 45.9 µM), without a hit: at the top dose activation (GFP accumulation), hits mostly activators. 67,000 tested, under 10 active; active = well fitted activation curve with a large enough effect, not every such curve was filed as active; inconclusive = small, poorly fitted or top-dose-only effect, or another doubt; inactive = no such curve, though single readings can be large or run the other way; note: potency is the fitted concentration of half-maximal effect
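GFP accumulation read-out: laser plate cytometry counting ubiquitin(G76V)-GFP-expressing U2OS cells after 4 hr compound exposure at 37 °C. Titrations spanned 46 uM to 2.9 nM; 0% = basal, 100% = 10 uM MG-132; concentration-response curves fitted.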
Tau filament bind – binders of human tau filaments; recombinant tau filaments, thioflavin S fluorescence, 15 h; filaments grown with octadecylsulfate alongside compound; 2% of 71,000 active; P10636; Potency, µM (titrated, usually from 57.1 µM), for inactives: at the highest dose activity change, negative = inhibition;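 note: potency is the fitted concentration of half-maximal effect; % is set by controls: 0 for no effect and ±100 for the full control effect; actives lower thioflavin S fluorescence by blocking filaments or displacing dye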
Target sequence (P10636 whole entry, looked up): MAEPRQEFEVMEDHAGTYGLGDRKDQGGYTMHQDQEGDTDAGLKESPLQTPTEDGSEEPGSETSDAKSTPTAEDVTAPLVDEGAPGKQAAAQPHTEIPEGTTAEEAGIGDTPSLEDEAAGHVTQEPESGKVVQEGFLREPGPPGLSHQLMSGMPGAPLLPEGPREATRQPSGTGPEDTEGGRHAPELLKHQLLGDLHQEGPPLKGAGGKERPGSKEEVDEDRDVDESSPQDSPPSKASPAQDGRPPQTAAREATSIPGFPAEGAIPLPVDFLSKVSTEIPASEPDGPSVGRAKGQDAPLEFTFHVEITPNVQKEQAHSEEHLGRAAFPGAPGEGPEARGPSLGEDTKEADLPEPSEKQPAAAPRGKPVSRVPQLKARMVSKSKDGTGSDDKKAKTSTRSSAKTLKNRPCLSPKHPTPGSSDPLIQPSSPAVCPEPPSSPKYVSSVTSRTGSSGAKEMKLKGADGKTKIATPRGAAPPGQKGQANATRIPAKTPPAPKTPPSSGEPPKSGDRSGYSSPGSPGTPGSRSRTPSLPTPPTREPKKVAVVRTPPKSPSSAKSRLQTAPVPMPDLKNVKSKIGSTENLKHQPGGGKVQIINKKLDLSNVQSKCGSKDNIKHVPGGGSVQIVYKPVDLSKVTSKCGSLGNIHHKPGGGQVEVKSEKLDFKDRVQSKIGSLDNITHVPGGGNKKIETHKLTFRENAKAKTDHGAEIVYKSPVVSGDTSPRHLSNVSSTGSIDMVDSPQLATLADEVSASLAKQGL
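Thioflavine S fluorescence (ex 450, em 510 nm) reports filaments formed from 1 uM human tau plus 30 uM ODS over 15 h at 37 C (10 mM HEPES pH 7.4, 100 mM NaCl, 5 mM DTT); compounds displacing dye or blocking filaments lower signal.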
Numbers without * were called inactive; ? = inconclusive; . = not tested or not shown; & = joins results of further samples; [ ] = remark or other dose. Unless noted, calls come from the whole dose curve; as a rule, active = well fitted curve in the direction sought with a large enough effect; inconclusive = small, poorly fitted or top-dose-only effect, or another doubt; inactive = no such curve, though single readings can be large; an effect the other way counts as inactive or inconclusive.

Value order – HBB splicing	CRE-bla Fsk	Hsp90 Hop PPI	GFP derepression	HADH2 inh	ALOX15 inhib	ERK AVP block	FLuc inh	DNA Pol III inh	UbGFP stabilizer	Tau filament bind
> CC(=O)OC[C@@H]1O[C@H](C/C=N\OC[C@@H](O)COCc2ccco2)C=C[C@@H]1OC(C)=O
→ -0.1%[9.22 µM]	.	.	.	-4%[11.4 µM]	12%[11.4 µM]	6%[11.5 µM]	0%[11.4 µM]	.	.	.
> CN1C(=O)NC(c2cccc(O)c2)C(C(=O)c2cccs2)C1(O)C(F)(F)F (centres undefined)
→ -1.0%	-9%	-3%	4%	-1%	4%	-10%	0%	-2%	-4%	3%
> CC(C)Cn1c(CN(Cc2ccccc2)Cc2ccccc2)nc2c1c(=O)n(C)c(=O)n2C
→ -1.0%	5%	2%	.	-10%	0%	.	1%	0%	-4%	30%
> Cn1c(C(=O)OC(C(=O)NC2CCCCC2)c2ccncc2)cc2sccc21 (centres undefined)
→ .	-2%	-3%	2%	-8%	-1%	-2%	2%	-4%	0%	17%
> O=C(CCCSc1nc2ccccc2[nH]1)N1CCN(c2ccccc2)CC1
→ -0.1%[57.5 µM]	1%	-8%	-2%	-10%	-11%	-18%	0%	1%	6%	11%
> FC(F)(F)c1nc2ncc(Cl)cc2[nH]1
→ -1.2%	-3%	2%	0%	121%[activator]	-1%	1%	1%	-5%	-11%	-17%
> CC1N=C2c3ccccc3N=C(SCc3cc(=O)n4ccccc4n3)N2C1=O (centres undefined)
→ -1.2%	13µM*	5%	-1%	1%	1%	20%	2%	1%	2%	-40%
> CC(=O)N(c1ccccc1)C1SC(=O)N(c2ccccc2)C1=O (centres undefined)
→ -3.5%[0.0738 µM]	?	-6%[11 µM]	-2%	-5%[11.4 µM]	-4%[11.4 µM]	-24%	-10%	-1%[11.4 µM]	12%[9.17 µM]	-4%[11.4 µM]
> Cc1ccc(C(O)CN2C3=NCCN3c3ccccc32)cc1 (centres undefined)
→ 0.0%	?	-5%	3%	6%	7%	-4%	0%	-1%	3%	6%
> COc1ccc(NC(=O)Nc2c(C)n(-c3ccccc3)c(=O)n2C)cc1OC
→ 0.3%	-9%	1%	2%	4%	7%	-6%	0%	-6%	-2%	-9%
> CCOc1ccc(-c2nnc(NC(=O)c3ccc(OCC(C)C)c(OC)c3)o2)cc1
→ -0.1%[57.5 µM]	3%	-2%	3%	1%	75%[activator]	12%	-15%	-4%	-2%	12%
> O=C(OCC(=O)N1CCC(Cc2ccccc2)CC1)c1ccc[nH]c1=O
→ 8.1%	-14%	-2%	2%	9%	15%	6%	0%	-5%	3%	-8%
> Cc1ccc(NC(=O)C2CC(=O)NC(N3CCCCC3)=N2)cc1Cl (centres undefined)
→ -0.2%	-2%	-2%	0%	7%	-1%	-13%	-2%	3%	-8%	2%
> Cc1csc(NC(=O)C2CCCN(S(=O)(=O)c3cccnc3)C2)n1 (centres undefined)
→ -0.9%	-1%	-3%[2.3 µM]	.	11%	12%	-27%	-3%	-6%	-2%	-3%
> O=c1cc(Cn2nnc(-c3ccc(Cl)cc3)n2)nc2sccn12
→ -1.9%	8%	0%	-2%	10%	-8%	15%	-2%	2%	2%	14%
> CCn1c(COc2ccc(OC)cc2)nnc1SCC(=O)Nc1cc(OC)ccc1OC
→ .	-3%	-5%	-1%	7%	-6%	-28%	2%	-4%	-3%	8%
> Cc1ccc2nc(NC(=O)C3CCCN(S(=O)(=O)c4cccc5nsnc45)C3)sc2c1 (centres undefined)
→ -0.5%	-15%	-17%	0%	7%	?	-5%	-7%	5%	-10%	7.9µM*
> N#Cc1ccc(CN2CCCC3(CCN(C(=O)c4ccco4)CC3)C2)cc1
→ -0.6%	-1%	-4%	9%[9.22 µM]	-3%	-7%	-26%	1%[11.4 µM]	23%	4%	1%
> CN(C1CCCCC1)S(=O)(=O)c1ccc(NC(=O)c2ccco2)cc1
→ 0.6%	?	-2%	0%	5%	-9%	-8%	2%	0%	-5%	-4%
> COC(=O)c1c(F)c(F)c(NCCO)c(F)c1F
→ 0.8%	5%	?	-2%	0%	4%	?	-1%	0%	22%	0%
> CCCCS(=O)(=O)c1sc2nc(C)cc(C)c2c1N
→ 7.1%	27%	-1%	0%	-9%	-4%	-12%	3%	-2%	0%	1%
> CN=c1scc(C)n1/N=C/c1ccc2c(c1)OCO2
→ -2.0%	-4%	?	1%	0%	7%	?	4µM*	-6%	-4%	?
> COc1ccc2[nH]cc(CCNc3cc(-c4ccc5c(c4)OCO5)ncn3)c2c1
→ -0.6%	?	-22%	-1%[9.22 µM]	-12%	13µM*	?	-2%[2.29 µM]	-8%	2%	?
> CC1Cc2cc(/C(O)=C3/C(=O)C(=O)N(Cc4ccco4)C3c3cccs3)ccc2O1 (centres undefined)
→ -1.3%	-12%	1%	0%	-17%	16%	?	-6%	-4%	5%	0%
> O=P(O)(CCc1ccccn1)CN1CCOCC1
→ 0.1%	-2%	-5%	-6%	-2%	6%	-20%	-2%	-1%	-10%	0%
> NC(=NCc1ccc(Cl)c(Cl)c1)NC(=O)c1nc(Cl)c(N)nc1N
→ -1.6%	-2%	-4%	1%	?	6%	-6%	-5%	-11%	3%	58%
> CCCn1c2c(c(O)c(C(=O)Nc3ncccc3O)c1=O)CCCC2
→ 7.1%[0.369 µM]	-7%	0%	0%	3%	10%	-7%	1%	-9%	0%	17%
> Cc1cccc(C)c1NC(=O)CN1CCN(CCCC(c2ccc(F)cc2)c2ccc(F)cc2)CC1
→ -1.1%[20.6 µM]	-19%[17.1 µM]	-4%[26 µM]	-1%[20.6 µM]	3%[25.6 µM]	4%[25.6 µM]	15%[25.7 µM]	0%[25.5 µM]	1%[25.6 µM]	0%[20.5 µM]	-6%[25.6 µM]
> Cc1ccc2cc(CN(Cc3nnnn3C3CCCCC3)CC3CCCO3)c(=O)[nH]c2c1 (centres undefined)
→ 3.2%	19%	-9%	1%	3%	-18%	28%	4%	0%	2%	18%
> CN(Cc1ccccc1)Cc1nc2c(c(=O)n(C)c(=O)n2C)n1Cc1ccccc1Cl
→ 2.0%[57.5 µM]	8%	-3%	0%	-5%	-3%	-6%	3%	-2%	4%	29%

Quoted at random: 3 records from the list, in no set order.
Value order – HBB splicing	CRE-bla Fsk	Hsp90 Hop PPI	GFP derepression	HADH2 inh	ALOX15 inhib	ERK AVP block	FLuc inh	DNA Pol III inh	UbGFP stabilizer	Tau filament bind
> CN(C1CCCCC1)S(=O)(=O)c1ccc(NC(=O)c2ccco2)cc1
→ 0.6%	?	-2%	0%	5%	-9%	-8%	2%	0%	-5%	-4%
> O=C(CCCSc1nc2ccccc2[nH]1)N1CCN(c2ccccc2)CC1
→ -0.1%[57.5 µM]	1%	-8%	-2%	-10%	-11%	-18%	0%	1%	6%	11%
> CCOc1ccc(-c2nnc(NC(=O)c3ccc(OCC(C)C)c(OC)c3)o2)cc1
→ -0.1%[57.5 µM]	3%	-2%	3%	1%	75%[activator]	12%	-15%	-4%	-2%	12%

(next part)
Value order – HBB splicing	CRE-bla Fsk	Hsp90 Hop PPI	GFP derepression	HADH2 inh	ALOX15 inhib	ERK AVP block	FLuc inh	DNA Pol III inh	UbGFP stabilizer	Tau filament bind
> CNC(=O)c1cc(C)c(-c2ccccc2)s1
→ -1.8%	-7%	-6%	-4%	?	-12%	-14%	-3%	-3%	6%	-22%
> O=C(Cn1cc(C(=O)c2ccco2)c2ccccc21)NC1CCCC1
→ .	-7%	0%	-3%	-2%	2%	-8%	-1%	-2%	-7%	0%
> CC(C)c1nnc(NC(=O)CN(C)S(=O)(=O)c2ccc3c(c2)OCCO3)s1
→ -0.2%[57.5 µM]	-4%	3%	2%	1%	12%	-11%	2%	-4%	2%	-3%
> C=CC(=O)OCCOCCOCCOCCOC(=O)C=C
→ 6.8%&4.1%	?	-1%&2%	.	-4%&-10%	1%&0%	19%&2%	.	-6%&-1%	.	-3%&-5%

This is a subset; the hit share may differ from the screen's.
